Compound activity: PubChem, Sanford-Burnham Center for Chemical Genomics
SENP8 inh: inhibitors of human SENP8 protease; AID 2540; purified SENP8, Z-RLRGG-aminoluciferin cleavage, luminescence; 330,000 compounds, 1.2% hits; inhibition, % at 10 µM
Target sequence (Q96LD8 whole entry, looked up): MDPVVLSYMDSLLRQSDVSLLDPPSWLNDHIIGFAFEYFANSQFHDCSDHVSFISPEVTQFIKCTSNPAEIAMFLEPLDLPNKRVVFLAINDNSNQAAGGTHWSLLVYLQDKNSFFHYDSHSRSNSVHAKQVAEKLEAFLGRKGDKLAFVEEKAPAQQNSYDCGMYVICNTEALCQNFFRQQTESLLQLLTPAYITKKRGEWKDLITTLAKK
697 NFkB inh: inhibitors of the PMA/ionomycin-induced NF-kB reporter in 697 B cells | 697 B-cell NF-kB luciferase reporter, 16 h | inhibition, % at 4 µM | 330,000 compounds, 0.33% hits; in the data active means inhibition above about 35%
HKDC1 inh: inhibitors of human hexokinase HKDC1 | recombinant HKDC1, G6PDH/diaphorase resazurin coupled fluorescence | inhibition, % at 20 µM | 340,000 compounds, 0.16% hits | AID 493160;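 active means inhibition above about 35% when tested at 20 µM, limit read from the data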;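 further: plate controls were DMSO wells with enzyme for no effect and DMSO wells lacking enzyme for full effect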
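test system = in-house recombinant HK5 (HKDC1) enzyme | amount = HKDC1 at 5 µg/mL | control set = DMSO-enzyme wells negative, buffer-substituted wells positive | compound = one dose of 20 µM, 1% DMSO | schedule = reaction time 90 min, room temperature, protected from light | technique = resorufin fluorescence at 613 nm | reagent = glucose with 1 mM ATP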
Gli-Sufu block: Gli-Sufu pathway antagonism; 340,000 compounds, 0.74% hits; AID 588413; inhibition, % at 5 µM; Sufu-KO-LIGHT fibroblasts, Gli luciferase reporter luminescence;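 active means inhibition above about 55%, limit read from the data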;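 further: 0% = DMSO-treated cells and 100% = wells with medium but no cells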
Jurkat NFkB inh: inhibitors of the PMA/ionomycin-induced NF-kB reporter in Jurkat cells; PMA/ionomycin-induced NF-kB luciferase reporter, luminescence; inhibition, % at 4 µM; 330,000 compounds, 0.53% hits
UBC13 inh: human UBC13 polyubiquitination inhibition | 330,000 compounds, 0.47% hits | UBC13 polyubiquitin chain formation, TR-FRET | P61088 | inhibition, % at 20 µM; in the data active means inhibition above about 45%, passing the limit was not always enough; inconclusive means no clear call, values can overlap the other calls
Target sequence (P61088 whole entry, looked up): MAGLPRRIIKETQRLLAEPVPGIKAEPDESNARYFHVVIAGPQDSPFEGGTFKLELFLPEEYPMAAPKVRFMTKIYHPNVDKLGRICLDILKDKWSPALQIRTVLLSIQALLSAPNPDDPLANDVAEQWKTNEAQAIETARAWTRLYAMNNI
SENP7 inh: blocks the human protease SENP7; Q9BQF6; recombinant SENP7, Z-RLRGG-aminoluciferin luminescence, 40 min; inhibition, % at 5 µM; 330,000 compounds, 1.5% hits; AID 434973;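 active means inhibition above about 50% at the single test dose, limit read from the data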;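 further: plate controls were DMSO with enzyme for no effect and no enzyme buffer wells for full effect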
Target sequence (Q9BQF6 706-1050 limits assumed): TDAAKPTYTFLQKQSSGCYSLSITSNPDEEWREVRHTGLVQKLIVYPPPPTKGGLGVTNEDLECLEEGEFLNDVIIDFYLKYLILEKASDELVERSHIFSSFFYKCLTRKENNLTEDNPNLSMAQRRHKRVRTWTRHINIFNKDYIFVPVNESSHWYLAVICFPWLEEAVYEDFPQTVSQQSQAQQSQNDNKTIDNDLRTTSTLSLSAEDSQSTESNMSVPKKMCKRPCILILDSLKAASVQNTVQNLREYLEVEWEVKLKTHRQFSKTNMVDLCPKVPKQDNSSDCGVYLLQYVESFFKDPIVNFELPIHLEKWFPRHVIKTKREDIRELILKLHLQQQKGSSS
Apaf1 inhib: inhibitors of human Apaf-1 apoptosome. O14727. reconstituted apoptosome caspase-3 activity, DEVD-Rh110 fluorescence. inhibition, % at 20 µM. 330,000 compounds, 0.71% hits; active means inhibition of at least 40% at 20 µM;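 further: plate controls were DMSO wells for no effect and DEVD-CHO caspase inhibitor wells for full effect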
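Material: reconstituted apoptosome with Apaf-1, cytochrome c, caspase-9, procaspase-3, dATP / Buffer or medium: pH 7.5 Hepes buffer with CHAPS, BSA, DTT / Also added: cytochrome c with DEVD-Rh110 / Schedule: compound with Apaf-1, dATP, procaspase-3 30 min, then 50 min reaction, room temperature / Technique: rhodamine 110 fluorescence at Ex 480/Em 540 nm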
* hit, by the source's call; ? = inconclusive; . = no result given. Unless noted, no stated cut-off is given here; in the data, active means inhibition above about 50%; inactive means the rest.

No.	Structure	SENP8 inh	697 NFkB inh	HKDC1 inh	Gli-Sufu block	Jurkat NFkB inh	UBC13 inh	SENP7 inh	Apaf1 inhib
1	O=C(CCN1C(=O)/C(=C/c2ccc(Cl)cc2)SC1=S)Nc1cccc(C(=O)O)c1	34	13	15	4	23	-24	5	3
2	CCN(CC)C(=O)Cn1cc(C(=O)C(=O)NCCc2c[nH]c3ccccc23)c2ccccc21	-1	4	4	30	-6	-8	17	7
3	Cc1ccc(C(=O)Sc2cccccc2=O)cc1	6	-86	-4	75*	90*	-33	3	9
4	Nc1nc(SCc2nc3scc(-c4ccccc4)c3c(=O)[nH]2)n[nH]1	0	10	-6	-2	-4	11	-5	4
5	COc1cc(CNC(=O)c2ccc3oc(C(C)C)nc3c2)cc(OC)c1	-9	-32	3	32	-15	-4	-19	8
6	O=[N+]([O-])c1ccc(NCCCO)c(C(F)(F)F)c1	0	9	-7	-1	-10	4	6	1
7	CC(=O)c1ncnn1CC(=O)c1ccc(Cl)cc1Cl	-6	12	6	-2	8	3	-2	3
8	CC(C)n1cc(C(=O)c2cc(Br)ccc2O)cc(C#N)c1=O	5	-6	-1	8	7	9	7	-6
9	COC(CNC(=O)CC1C(=O)N(Cc2ccccc2)C(C)c2nc3ccccc3n21)OC (stereo not given)	2	-3	5	-19	-2	4	2	4
10	CCOC(=O)c1c(NC(C)=O)sc(C(=O)NC2CCCC2)c1C	2	13	3	33	-4	6	-5	7
11	Cc1ccc(C(=O)NC(C)CCc2ccccc2)cc1[N+](=O)[O-] (stereo not given)	-6	15	-2	6	10	8	3	2
12	CCOC(=O)c1c(-c2ccccc2)oc2cc(CN(C)C)c(O)c(CN(C)C)c12	-4	-55	-4	-12	16	30	5	-9
13	COc1ccc(CCNc2nc(C)cc(C)n2)cc1OC	-11	-1	-3	3	-12	-9	7	7
14	Cc1ccc(C(c2nnnn2CS(=O)(=O)c2ccc(C)cc2)N2CCCC2)cc1 (stereo not given)	-4	21	-14	13	2	7	4	3
15	CCn1ccnc1CN1CCC(CO)(CCOc2ccccc2)CC1	2	8	-8	11	3	1	5	5
16	O=C(O)c1cc(S(=O)(=O)N2CCN(S(=O)(=O)c3ccc4ccccc4c3)CC2)ccc1Br	-6	8	5	-31	4	-18	9	-4
17	CC(=O)OCC(=O)Nc1ccccc1C	-4	9	-7	-4	-7	8	-2	-4
18	N#Cc1cnn(-c2ccccc2)c1NC(=O)CN1CCOCC1	-3	13	0	22	-7	4	4	4
19	CC(=O)c1c(NCCc2ccccc2)cc(C)oc1=O	0	-10	-10	8	0	-5	10	-3
20	O=S(=O)(c1cccc2nsnc12)N1CCCC1	-9	4	9	1	1	0	-2	-5
21	CCC(C)(C)n1nnnc1C(c1ccc(C)cc1)N1CCN(Cc2ccc3c(c2)OCO3)CC1 (stereo not given)	-2	-26	0	8	0	-4	-12	26
22	O=C(NC1CCCCC1)/C(=N\O)c1ccccn1	-3	3	-3	-3	-15	-1	-6	-8
23	CC(CNCc1ccc2c(c1)OCO2)NCc1ccc2c(c1)OCO2 (stereo not given)	-8	-11	-2	4	8	10	-3	15
24	O=C(CCN=C1NS(=O)(=O)c2ccccc21)NCc1ccccc1F	4	19	-7	-5	10	16	-1	30
25	COC(C(=O)Nc1ccnn1C1CCN(Cc2cnn(C(C)C)c2)CC1)c1ccccc1 (stereo not given)	3	9	-2	7	2	-2	-7	8
26	Cn1c(SCC(=O)NC2CCCCC2)nnc1-c1ccccc1O	-5	0	0	14	-2	-5	-9	8
27	CCN(CC)S(=O)(=O)c1cccc(NC(=S)NC(=O)/C=C/c2ccc(S(=O)(=O)N3CCOCC3)cc2)c1	3	-6	-9	0	3	-2	-2	7
28	COc1ccc(-n2c(SCC(=O)N3CCCC3)nc3ccccc3c2=O)cc1	2	25	.	.	14	-1	4	-1
29	Cc1c(O)ccc(-c2n[nH]c(C(=O)O)c2-c2nc3ccccc3s2)c1O	-3	-25	-7	6	0	6	-5	-2
30	CC(=O)Cc1nsc(NC(=O)c2ccc(-c3ccc(Cl)cc3Cl)o2)n1	9	-36	13	2	-16	-15	1	3
31	Cc1nn(C)cc1C(=O)NNC(=S)Nc1ccccc1	-6	-15	-5	-29	-36	13	8	3
32	Cc1cc(C)cc(OCC(=O)Nc2nc(-c3cccnc3)cs2)c1	-5	-13	-5	5	11	-2	-2	-8
33	S=C(Nc1ccc(Cl)cc1)N1CCOCC1	9	-5	1	-17	-15	1	0	2
34	O=C(COc1ccc(Br)cc1)N1CCN(c2ccc([N+](=O)[O-])c(N3CCCCC3)c2)CC1	-4	-31	-4	7	-21	-19	-3	22
35	Cc1nn(C)c(C)c1-c1c(C#N)c(N)nc2c1CCCCCC2	1	-36	-4	11	-1	1	6	12
36	O=C(N/N=C/c1cc2c(cc1[N+](=O)[O-])OCO2)c1ccccn1	-4	7	-1	-11	-10	-12	1	3
37	Cc1ccccc1NC(=O)CCN1CCCCCC1	-2	32	-4	6	-1	13	-4	-1
38	Cc1ccc2c(c1)C(=O)N1[C@H]3c4cc(Cl)ccc4OC[C@@H]3[C@H](c3ccccc3)[C@]1(C)C(=O)N2	6	4	-4	-4	-11	?	11	23
39	Cn1c(CNC(=O)c2ccccc2F)nnc1SCC(=O)NCc1ccccc1	7	0	-9	-5	16	-3	6	-8
40	Cc1nnc(SCc2ccc(CSc3nnc(C)c(=O)[nH]3)cc2)[nH]c1=O	0	21	-11	-1	7	-18	-2	3

Some of the entries so far, field by field:
38	Cc1ccc2c(c1)C(=O)N1[C@H]3c4cc(Cl)ccc4OC[C@@H]3[C@H](c3ccccc3)[C@]1(C)C(=O)N2
  SENP8 inh: 6
  697 NFkB inh: 4
  HKDC1 inh: -4
  Gli-Sufu block: -4
  Jurkat NFkB inh: -11
  UBC13 inh: ?
  SENP7 inh: 11
  Apaf1 inhib: 23
39	Cn1c(CNC(=O)c2ccccc2F)nnc1SCC(=O)NCc1ccccc1
  SENP8 inh: 7
  697 NFkB inh: 0
  HKDC1 inh: -9
  Gli-Sufu block: -5
  Jurkat NFkB inh: 16
  UBC13 inh: -3
  SENP7 inh: 6
  Apaf1 inhib: -8
40	Cc1nnc(SCc2ccc(CSc3nnc(C)c(=O)[nH]3)cc2)[nH]c1=O
  SENP8 inh: 0
  697 NFkB inh: 21
  HKDC1 inh: -11
  Gli-Sufu block: -1
  Jurkat NFkB inh: 7
  UBC13 inh: -18
  SENP7 inh: -2
  Apaf1 inhib: 3

(list continues)
No.	Structure	SENP8 inh	697 NFkB inh	HKDC1 inh	Gli-Sufu block	Jurkat NFkB inh	UBC13 inh	SENP7 inh	Apaf1 inhib
41	O=C(c1cccc(S(=O)(=O)NCc2ccccc2)c1)N1CCCC(C(F)(F)F)C1 (stereo not given)	-1	2	4	-1	-12	-1	1	14
42	C=CCOC(=O)C1=C(C)NC(C)=C(C(=O)OCC=C)C1c1ccc(C)o1	-8	7	4	-1	-22	1	10	18
43	O=C(Cc1c[nH]c2ccccc12)N1CCN(S(=O)(=O)c2ccc(Cl)cc2)CC1	-6	17	2	-1	-6	-1	-3	12
44	CCOC(=O)/C(C(N)=NCCCO)=C(/O)c1ccccc1	-10	28	-5	-16	-2	6	-2	-21
45	Cc1cccc(NC(=S)NC2CCCC2)c1C	8	13	-4	10	19	5	0	-8
46	Cc1ccc(-c2nn(-c3ccccc3)cc2/C=N/n2c(-c3ccncc3)n[nH]c2=S)cc1	-1	5	-1	-22	-12	-22	-1	-4
47	CCCCNC(=O)N(C)c1nc2ccccc2s1	-4	-65	1	17	-76	5	-1	-1
48	COc1cc(C(=O)Nc2ccc(C(F)(F)F)cc2)ccc1OCC(=O)N1CCOCC1	-4	8	-3	-3	0	2	-1	7
49	CC(C)(C)c1cc(C(F)(F)F)n2ncc(-c3ccccc3)c2n1	7	-28	-5	-3	-3	-6	2	4
50	CC(C(=O)Nc1ccncc1)(c1ccccc1)c1ccccc1	-5	-16	1	27	9	9	-1	3
51	COc1cccc(NC(=O)CNS(=O)(=O)c2ccc3nc(C)sc3c2)c1	5	7	4	1	6	-10	4	-9
52	CCCC(c1nnnn1CC(=O)OCC)N(Cc1cc2c(C)cc(C)cc2[nH]c1=O)C1CCCC1 (stereo not given)	-4	-6	6	0	-17	-10	6	15
53	Cc1cc(OCC(=O)Nc2cnn(CCCC(=O)O)c2)ccc1[N+](=O)[O-]	3	5	12	-10	-6	-10	-3	1
54	O=S(=O)(c1cccs1)N1CCC(CO)(Cc2ccc(Cl)cc2)CC1	-6	4	-8	1	12	9	-8	6
55	CC(=O)N/C(=N/c1nc(C)cc(C)n1)Nc1cc(C)cc(C)c1	7	-23	-1	18	-4	-3	0	9
56	CCC(=O)N1c2ccc(S(=O)(=O)N3CCN(c4cc(C)ccc4C)CC3)cc2CC1C (stereo not given)	0	3	1	9	-7	1	0	12
57	CC(C)CN(C(=O)COC(=O)c1ccccn1)c1c(N)n(Cc2ccccc2)c(=O)[nH]c1=O	3	13	-5	-13	5	-1	0	35
58	COc1cc(C)c(S(=O)(=O)N2CCCC2)cc1C	-11	-1	1	3	-13	-2	8	3
59	CN(CCOc1ccc(-c2ccn(S(=O)(=O)c3c(Cl)cccc3Cl)n2)cc1)c1ccccn1	3	20	-1	10	-14	6	4	8
60	COc1nsnc1N1CCOCC1	8	6	-4	-5	-7	-6	5	-9
61	O=C1Nc2ccccc2C(O)(C(=O)NCc2ccco2)N1c1ccc(Cl)c(Cl)c1 (stereo not given)	-7	-14	8	-2	6	-5	4	8
62	O=C(O)c1ccccc1C(=O)NCC(O)COc1ccc(Cl)cc1 (stereo not given)	-8	-9	2	1	4	-7	7	-9
63	CC(=O)N1c2ccc(S(=O)(=O)N(C)CC(=O)N(C)Cc3ccccc3)cc2CC1C (stereo not given)	-3	-4	-2	-8	2	1	-5	0
64	C/C=C/C(=O)N1c2ccc(C)cc2C(C)=CC1(C)C	-7	14	-1	2	-4	2	10	-8
65	COc1ccc(/C=C/C=N/NC(=O)COc2ccc(OC)cc2)cc1	-1	-34	-2	-25	4	1	7	10
66	CCC(=O)c1ccc(OC(=O)c2ccc(Br)o2)cc1	-12	16	-1	19	1	6	-22	1
67	O=C(CN1CCN(S(=O)(=O)c2ccc(F)cc2)CC1)Nc1ccnn1C1CCCC1	-4	-47	-4	6	-9	-4	9	-2
68	CCCCN1C(=O)C(=O)N(CC(=O)NC2CCCc3ccccc32)C1=O (stereo not given)	0	4	-4	-12	-1	-3	3	4
69	O=C(NC1CCN(S(=O)(=O)c2cccc(F)c2)CC1)c1cccc(F)c1	2	-2	4	-9	-2	-5	-3	-9

Rows are unselected; any-hit rate near 3.6%.
